High-throughput results deposited in PubChem by The Scripps Research Institute Molecular Screening Center.
OXTR potentiate: human OXTR potentiators, primary screen, fluorescence, CHO-OTR cells, Fluo-8 calcium; activation, % at 3 µM; Fluo-8 calcium fluorescence, potentiator mode; 0% = oxytocin EC15, 100% = EC100; 320,000 tested, 0.061% active; Oxytocin receptor (Homo sapiens), P30559;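 active = activation above that plate's cutoff, the mean activation of tested compounds plus 3 SD, cut at about 6.6% in these data, passing the limit was not always enough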;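 note: 100% uses oxytocin at 75 nM as the full agonist control; some results filed as inactive read as strong as hits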
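Material: CHO-OTR cells, human receptor; compound dosing: single dose, 3.0 µM nominal final compound concentration; schedule: 6 min compound pre-incubation at room temperature, 100 s kinetic read; measured by: kinetic Fluo-8 calcium fluorescence; read-out basis: % activation vs EC15 and EC100 oxytocin; controls: EC15 oxytocin alone as 0%, 75 nM oxytocin as 100%; replicates: singlicate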
TAAR1 ag: human TAAR1 agonists, primary screen, Fluo-8 calcium fluorescence, CHO RD-HGA16 cells; Trace amine-associated receptor 1 (Homo sapiens), Q96RJ0; vehicle wells 0%, saturating PEA agonist 100%; activation, % at 3 µM; 360,000 tested, 0.99% active;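 active = activation above the mean activation of all test compounds in the run plus 3 SD, cut at about 38% in these data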
Target sequence (Q96RJ0 whole entry, looked up): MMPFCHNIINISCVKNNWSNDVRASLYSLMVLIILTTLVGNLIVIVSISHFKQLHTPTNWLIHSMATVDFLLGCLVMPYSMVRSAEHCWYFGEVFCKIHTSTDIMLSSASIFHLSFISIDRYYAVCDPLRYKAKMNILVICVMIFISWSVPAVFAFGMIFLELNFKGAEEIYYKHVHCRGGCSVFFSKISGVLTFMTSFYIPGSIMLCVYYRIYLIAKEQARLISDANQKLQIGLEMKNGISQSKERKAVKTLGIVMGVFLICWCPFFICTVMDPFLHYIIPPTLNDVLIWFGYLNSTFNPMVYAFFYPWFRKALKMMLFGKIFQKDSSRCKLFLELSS
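Assay system – CHO-derived RD-HGA16 cells with stable Gα16 and human TAAR1 · Compound dosing – one-point dosing at 3 µM (nominal) · Incubation – 17-24 h seeding, 75 min 37 °C dye, 30 min RT · Measured by – kinetic Fluo-8 calcium fluorescence · Control set – DMSO vehicle as 0%, PEA at EC100 as 100% · Repeats – single well for each compound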
CHO-K1 Ca PAM: nonselective calcium activators in parental CHO-K1 cells, primary screen, counter-screen for M1 PAM project, cell-based, Fluo-8 calcium fluorescence, full deck, 1536-well | ATP EC20; 0% at ATP EC20, 100% at ATP max | activation, % at 3 µM | 360,000 tested, 0.02% active | AID 602247, 2012;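 active = activation above the run cutoff, the mean activation of all test compounds plus 3 SD, cut at about 40% in these data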;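 note: peak over basal fluorescence ratio in a 140 s read after ATP addition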
M1 antag: human M1 muscarinic receptor antagonists, primary screen, CHO-K1 cells, Fluo-8 calcium fluorescence, 1536-well. CHO-K1 hM1, ACh EC80 antagonist. inhibition, % at 3 µM. 360,000 tested, 1.3% active. AID 588852, 2011;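 active = percent inhibition above its own plate's cutoff, namely the mean of that plate's compound wells plus 3 SD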;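 note: peak over basal fluorescence ratio during 140 s after agonist addition; 0% = ACh EC80 plus DMSO and 100% = DMSO alone without agonist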
Target sequence (P11229 whole entry, looked up): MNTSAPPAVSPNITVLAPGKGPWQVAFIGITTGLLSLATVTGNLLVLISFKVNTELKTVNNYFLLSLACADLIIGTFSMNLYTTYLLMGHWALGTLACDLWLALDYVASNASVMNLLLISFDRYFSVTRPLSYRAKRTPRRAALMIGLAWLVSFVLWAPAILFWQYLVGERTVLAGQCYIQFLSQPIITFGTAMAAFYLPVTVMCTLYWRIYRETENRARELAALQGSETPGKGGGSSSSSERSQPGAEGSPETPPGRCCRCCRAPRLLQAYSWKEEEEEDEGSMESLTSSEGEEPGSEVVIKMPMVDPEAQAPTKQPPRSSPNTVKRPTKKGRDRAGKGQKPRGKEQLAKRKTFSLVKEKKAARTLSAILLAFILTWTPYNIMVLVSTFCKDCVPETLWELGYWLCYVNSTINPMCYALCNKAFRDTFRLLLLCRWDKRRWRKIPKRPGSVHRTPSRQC
CHO-K1 Ca antag: counter-screen for M1 antagonists: effect in parental CHO-K1 cells; ATP-induced calcium, Fluo-8 fluorescence; inhibition, % at 3 µM; 360,000 tested, 0.6% active;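 active = inhibition above a per-plate cutoff, the plate's mean sample inhibition plus 3 SD, cut at about 24% in these data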;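 note: 0% = DMSO plus EC80 ATP and 100% = DMSO alone without ATP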
CHO parental Ca: ATP-evoked calcium signal inhibitors, parental CHO, primary screen, counter-screen for OX1R antagonist project, cell-based, fluorescence, Fluo-8 calcium dye. parental CHO-K1, ATP-induced calcium, Fluo-8 fluorescence. inhibition, % at 5.6 µM. 330,000 tested, 0.63% active;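 active = inhibition above that plate's mean sample inhibition plus 3 SD, cut at about 26% in these data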;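 note: 0% = ATP-challenged DMSO wells and 100% = DMSO wells without ATP; some compounds past the cut are filed as inactive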
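Material – parental CHO cells · Reagent – ATP stimulus · Compound – single nominal dose of 5.6 µM per compound · Detection – Fluo-8 fluorescence · Read-out basis – percent inhibition of calcium signal · Controls – ATP-challenged DMSO wells low, unchallenged DMSO wells high · Repeats – no replicates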
M1 ag parental: counter-screen for M1 agonists: effect in parental CHO-K1 cells; AID 602248, 2012; Fluo-8 calcium fluorescence; scaled to maximal ATP response, vehicle zero; 360,000 tested, 0.48% active; activation, % at 3 µM; in the data active = activation above about 15%;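 note: untransfected CHO-K1 host cells lacking M1 receptor as counterscreen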
CHRM1 agonist: human M1 muscarinic receptor agonists, primary screen, Fluo-8 calcium fluorescence, CHO-K1 cells, HTS | Muscarinic acetylcholine receptor M1 (Homo sapiens), P11229 | CHO-K1 hM1, agonist mode; 0% DMSO, 100% acetylcholine EC100 | activation, % at 3 µM | 360,000 tested, 0.33% active | AID 588814, 2011;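 active = activation above the run's mean compound activation plus 3 SD, cut at about 16% in these data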;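 note: peak over basal fluorescence ratio within a 140 s kinetic read after compound addition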
TAAR1 antagonist: human TAAR1 antagonists, primary screen, Fluo-8 calcium fluorescence, CHO RD-HGA16 cells. Trace amine-associated receptor 1 (Homo sapiens), Q96RJ0. antagonist. inhibition, % at 3 µM. 360,000 tested, 1.5% active. AID 624466, 2012;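 active = inhibition above a per-plate cutoff, the mean inhibition of test compounds on that plate plus 3 SD, cut at about 49% in these data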;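 note: 0% = DMSO plus EC80 beta-PEA response and 100% = DMSO alone without agonist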
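Test system – hTAAR1-expressing CHO RD-HGA16 cells, Gα16-coupled · Also added – β-PEA at EC80 concentration, post-compound challenge · Compound – 3 µM, single point · Incubation – dye loading 75 min at 37 °C, then 30 min room temperature · Measured by – Fluo-8 intracellular calcium dye fluorescence, real-time kinetic reads · Benchmarks – vehicle and agonist controls · Replicates – singlicate, one well per test compound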
Active calls of the source: *; x = no result given.

structure | M1 ag parental | TAAR1 ag | CHO parental Ca | CHRM1 agonist | TAAR1 antagonist | M1 antag | CHO-K1 Ca antag | OXTR potentiate | CHO-K1 Ca PAM
Cc1ccc(NC(=O)CSc2nnc(CNC(=O)c3c(F)cccc3Cl)o2)cc1 | -0.1 | 4.8 | -10.3 | -4.1 | -12.5 | 9.4 | 25.9* | -9.1 | -6.5
COc1ccc(N2CCN(CC(=O)Nc3cccc(S(=O)(=O)N4CCOCC4)c3)CC2)cc1 | 2.3 | 1.1 | -12.3 | -4.4 | -4.3 | -4.2 | -10.0 | 0.6 | 16.8
CCCn1c(N)c(N(CCOC)C(=O)CSCC(=O)Nc2ccc(OC)cc2)c(=O)[nH]c1=O | 0.8 | 3.6 | 1.7 | 0.6 | -30.2 | -13.2 | 4.8 | -5.4 | -21.5
COC(=O)c1ccccc1NC(=O)CN1CCC(C)CC1 | -0.7 | 11.3 | -12.2 | -3.9 | -19.6 | 2.6 | -6.2 | -6.9 | 3.9
O=C(CN1CCOCC1)Nc1ccc2c(c1)OCO2 | 1.2 | 3.0 | -3.7 | -5.2 | -10.0 | -8.2 | -9.1 | -1.0 | 21.4
Cc1cc(C)c(C)c(OCC(=O)N2CCN(c3ccccn3)CC2)c1 | 1.3 | -0.3 | -21.6 | 1.2 | -4.2 | -3.8 | -0.9 | -4.8 | -20.5
O=C(NCC(=O)N(c1cccnc1)C(C(=O)NC1CCCCC1)c1ccccc1)c1ccco1 (stereo not given) | 1.1 | 2.6 | 4.5 | -0.5 | -19.9 | -2.2 | -21.6 | -5.1 | 26.0
O=C(O)c1ccc(CN2CCCCC2)o1 | 0.0 | 0.8 | -1.0 | 13.6 | -10.2 | -25.9 | -10.2 | -7.5 | -13.2
O=C(Cc1ccccc1Cl)Nc1cccc(S(=O)(=O)N2CCCCCC2)c1 | 4.9 | 12.3 | 0.8 | -0.6 | 36.5 | 13.8 | -9.5 | -7.7 | 4.7
O=C(NCc1nnc(SCc2ccc(F)cc2)n1-c1ccc(F)cc1)C12CC3CC(CC(C3)C1)C2 | 1.4 | 8.6 | -31.6 | -0.5 | -9.0 | -3.0 | -0.8 | -10.3 | 16.1
CCNC(=O)NC(=O)CSc1nc2ccccc2n1CCOC | 0.4 | 10.7 | -4.2 | -2.8 | -8.9 | 0.9 | -7.6 | -3.0 | 9.3
CC(C)CC(NC(=O)C1CCCCC1)C(=O)N1CCN(c2ccccn2)CC1 (stereo not given) | 0.0 | -0.8 | -21.6 | -3.7 | -1.5 | -6.5 | -7.3 | -17.8 | 5.3
CC(C)N(C(=O)COC(=O)c1ccc(O)cc1)C(C)C | 1.0 | 4.2 | 2.0 | -0.2 | -3.8 | -42.3 | -5.0 | -7.6 | 14.8
Cc1nc2ccc([N+](=O)[O-])cc2[nH]1 | 1.7 | 3.6 | -6.2 | -3.8 | -6.6 | -2.7 | 3.1 | -1.9 | 21.2
COc1cccc(-c2cnc3c(NC(C)=O)cc(-c4ccncc4)cn23)c1 | 0.9 | -2.5 | x | -7.3 | -5.7 | -3.4 | 9.8 | x | -11.8

(list continues)
structure | M1 ag parental | TAAR1 ag | CHO parental Ca | CHRM1 agonist | TAAR1 antagonist | M1 antag | CHO-K1 Ca antag | OXTR potentiate | CHO-K1 Ca PAM
Cn1c(SCc2ccc(Cl)cc2)nnc1C1CC1 | -0.3 | 2.5 | -6.4 | -11.5 | 6.5 | 0.3 | 2.6 | -14.6 | 8.2
COc1ccc(C(=O)CSc2nnc(CN3CCCCC3)n2-c2ccc(Cl)cc2)cc1OC | 4.6 | 43.7* | -7.7 | 6.3 | 6.7 | -1.9 | -2.0 | -18.4 | 10.6
C/C(=N/NC(=S)Nc1ccccc1)c1ccc2c(c1)OCO2 | 0.7 | 4.5 | 6.9 | -9.5 | 5.2 | -2.8 | -5.2 | -7.6 | 20.0
COc1ccc(-c2noc3c2-c2nc(-c4ccccc4C)sc2CC3)cc1 | x | -0.5 | -35.2 | x | -6.0 | x | x | -10.3 | x
CN1CCN(CC(=O)Nc2ccc(OCc3ccccc3)cc2)CC1 | x | 9.0 | -7.5 | x | 2.4 | x | x | -8.8 | x
COC(=O)c1ccccc1S(=O)(=O)N1CCC(C(=O)N2CCC2)CC1 | 0.6 | 2.8 | -3.6 | -6.9 | -14.7 | 5.2 | -16.2 | -3.4 | 6.8
Cc1ccc2nc(SCC(=O)Nc3ccc(C)c([N+](=O)[O-])c3)[nH]c2c1 | -0.2 | -1.1 | -25.4 | -2.8 | -20.5 | -9.3 | 13.7 | -5.8 | 16.0
COc1ccc(S(=O)(=O)N2CCC(C(=O)N3CCCCC3)CC2)cc1Cl | 3.9 | 7.7 | -9.9 | -4.1 | 7.1 | 5.5 | -10.9 | -1.6 | 17.6
CCC(C)[C@H](NS(=O)(=O)c1ccc(F)cc1Br)C(=O)OC (stereo not given in full) | 0.8 | 2.5 | x | -4.0 | -11.3 | -9.4 | -21.2 | x | 21.8
COc1ccc(CNc2ccc(-c3ccccc3OC)nn2)cc1 | -0.1 | 6.0 | -15.2 | -4.2 | 0.0 | -6.4 | -4.6 | -12.6 | -5.6
COc1ccc(/C=N/NC(=O)CSc2nnc(CCCc3ccc(OC)c(C)c3)o2)cc1 | 0.2 | 8.0 | -14.6 | -4.1 | 46.5 | 0.3 | 4.7 | -22.9 | 2.9
CCOC(=O)/C=C1\NC2(CCCCC2)Cc2cc(OC)c(OC)cc21 | 0.4 | 1.5 | -8.9 | -4.0 | 3.9 | -10.6 | -4.8 | -6.7 | 11.9
CC(=O)c1cccc(N=Nc2c(C)[nH]c3ccccc23)c1 | 0.0 | -1.1 | -20.7 | -5.0 | 0.3 | 2.4 | -9.3 | -6.7 | 13.3
Clc1ccc2oc(SCc3cccnc3)nc2c1 | 5.5 | 5.0 | -11.9 | -5.7 | -10.7 | -9.9 | -11.1 | -15.1 | 18.5
O=C(O)c1ccc(C(=O)Nc2ccc(F)cc2)cc1 | -0.3 | 3.3 | 2.0 | -1.7 | -9.8 | -1.9 | -3.1 | -7.3 | 2.2

Remaining list, next part
structure | M1 ag parental | TAAR1 ag | CHO parental Ca | CHRM1 agonist | TAAR1 antagonist | M1 antag | CHO-K1 Ca antag | OXTR potentiate | CHO-K1 Ca PAM
COc1ccc2c(COC(=O)c3cccc(S(=O)(=O)NCC(C)C)c3)cc(=O)oc2c1 | 17.4* | 9.7 | 15.1 | -2.0 | 65.4* | 37.8* | 20.4 | -28.3 | -12.1
CC1CCC(CN2CCN=C2N(C)C)CC1 (stereo not given) | 0.6 | 3.3 | 2.2 | -14.3 | -7.8 | -1.6 | -10.7 | 9.4 | 11.3
Cc1c(C(=O)OCC(=O)NC(=O)NC2CCCCC2)cccc1[N+](=O)[O-] | 1.4 | 8.3 | -25.6 | -2.6 | 6.1 | -5.1 | -14.9 | -4.3 | 12.5
O=C(c1cccc2ccccc12)N1CCC(N2CCN(c3ccccc3)CC2)CC1 | 0.6 | 5.7 | -33.2 | -3.8 | -6.8 | -2.0 | 5.4 | -5.2 | 5.9
O=C(O)Cc1csc(NC(=O)CSc2cccc(C(=O)O)n2)n1 | 3.1 | 4.8 | 2.1 | -3.2 | -21.0 | 16.5 | -1.6 | -4.0 | 9.0
O=C(NCc1ccccc1Cl)C1CCN(S(=O)(=O)c2cccc3nonc23)CC1 | 0.6 | 6.0 | 2.2 | -4.1 | 1.4 | 4.6 | -10.7 | -13.6 | 12.1
Cn1nc(C(=O)NNC(=O)C(CCC(N)=O)NS(=O)(=O)c2ccc(Cl)cc2)c2ccccc2c1=O (stereo not given) | 0.3 | 3.6 | -12.6 | -2.2 | -1.6 | -3.6 | 5.5 | 0.8 | -15.0
COc1cc(/C=C/C(=O)OCC(=O)Nc2ccc3[nH]c(=O)[nH]c3c2)ccc1OC(F)F | 1.1 | 3.2 | x | -1.8 | -15.3 | -11.3 | -7.2 | x | 11.9
Cn1c(SCC(=O)NC2CCS(=O)(=O)C2)nc2ccccc21 (stereo not given) | -0.1 | 1.9 | -0.5 | -2.1 | 5.6 | -8.4 | 8.6 | -3.6 | 17.7
O=C(CN(CC1CCCO1)C(=O)CNS(=O)(=O)c1ccc(Cl)cc1)NCCc1ccccc1 (stereo not given) | -0.3 | 4.8 | -29.8 | -3.1 | -17.7 | -12.5 | -1.0 | -1.3 | -2.0
Cc1cc(C(=O)CCl)c(C)n1CCc1ccc(Cl)cc1 | 1.3 | -1.3 | -6.0 | -3.1 | 7.6 | 33.1* | -2.7 | -7.5 | 9.1
CC1(C(=O)NS(=O)(=O)c2cccc(Cl)c2)CCN1C(=O)CC1CC1 (stereo not given) | 0.2 | 4.6 | x | -2.0 | 2.2 | -15.6 | -6.7 | x | -7.3
CC(=O)c1c(C)[nH]c(C(=O)CSc2nnc(-c3cccs3)n2Cc2ccccc2)c1C | 4.5 | 13.3 | -20.2 | 2.2 | 26.9 | 6.7 | -9.0 | -1.2 | 17.8
Cc1ccc(NC(=O)Cn2cnc3c(cnn3C(C)(C)C)c2=O)cc1 | 0.2 | 2.7 | -21.6 | -3.6 | -16.2 | -7.6 | 2.4 | 5.9 | -6.4
CCN(Cc1cccc(OC)c1)CC1CCCN(CCc2cccc(OC)c2)C1 (stereo not given) | 1.1 | 1.8 | -19.0 | -9.2 | -34.7 | 5.3 | -2.0 | -8.6 | 6.0
CCNC(=S)NCc1ccc(OC)c(OC)c1 | 1.5 | 2.3 | -12.2 | -5.7 | -0.2 | -16.8 | -5.8 | -16.0 | 27.0
CCC(c1nnnn1C1CCCC1)N1CCN(Cc2ccccc2)CC1 (stereo not given) | -0.3 | 1.4 | -16.7 | -6.6 | -10.6 | 11.9 | -0.3 | -11.1 | 12.1
O=C(Cn1c2c(c(-c3ccccc3Cl)cc1=O)CCC2)NCCCN1CCOCC1 | -0.1 | 3.0 | -20.5 | -4.3 | 7.7 | -11.8 | -8.2 | 8.0 | 5.8
